Glyco luc inh: blocks N-linked glycosylation in D54 reporter cells; D54 ERlucT glycosylation luciferase reporter, 24 h; percent of 100 nM tunicamycin response; reporter increase, % at 12.5 µM; 360,000 compounds, 0.23% hits; AID 588692;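 active = mean luciferase reporter signal, scaled so untreated is 0 and the glycosylation-blocking control 100, at or above a set limit in every replicate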;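 note: luciferase carries N-glycosylation sites so blocking glycosylation raises the light; 0% = median of neutral control wells and 100% = median of 100 nM tunicamycin wells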
HTR2A ag: mouse HTR2A agonism via beta-arrestin recruitment. P35363. CHO-K1 mHTR2A beta-arrestin complementation, luminescence; percent of 30 µM serotonin response. activation, % at 7.6 µM. 360,000 compounds, 0.66% hits;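 active = activation above a run cutoff, the mean activation of all tested compounds plus 3 SD, cut at about 14% in these data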;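 note: 0% = plate median of compound wells and 100% = 30 µM serotonin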
Target sequence (P35363 whole entry, looked up): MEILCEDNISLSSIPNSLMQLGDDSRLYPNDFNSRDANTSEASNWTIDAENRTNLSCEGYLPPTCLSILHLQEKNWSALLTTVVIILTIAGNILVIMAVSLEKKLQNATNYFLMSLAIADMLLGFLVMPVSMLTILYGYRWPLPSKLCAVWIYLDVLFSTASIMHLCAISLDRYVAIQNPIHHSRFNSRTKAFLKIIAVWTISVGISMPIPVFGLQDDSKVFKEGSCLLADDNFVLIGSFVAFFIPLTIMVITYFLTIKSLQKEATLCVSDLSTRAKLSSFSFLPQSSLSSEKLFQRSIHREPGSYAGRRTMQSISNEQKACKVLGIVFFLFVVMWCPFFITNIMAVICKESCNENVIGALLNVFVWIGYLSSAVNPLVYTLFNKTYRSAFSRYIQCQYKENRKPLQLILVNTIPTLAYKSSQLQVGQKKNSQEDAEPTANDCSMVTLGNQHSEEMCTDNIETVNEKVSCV
NOD2-RIPK2 inh: blocks binding of human NOD2 to RIPK2; CHO BLA complementation NOD2-RIPK2, CCF4 ratio; inhibition, % at 4.98 µM; AID 624267; 360,000 compounds, 0.38% hits; in the data active = inhibition above about 21%;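 note: 0% = vehicle only and 100% = reference blocker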
Target sequence (O43353 whole entry, looked up): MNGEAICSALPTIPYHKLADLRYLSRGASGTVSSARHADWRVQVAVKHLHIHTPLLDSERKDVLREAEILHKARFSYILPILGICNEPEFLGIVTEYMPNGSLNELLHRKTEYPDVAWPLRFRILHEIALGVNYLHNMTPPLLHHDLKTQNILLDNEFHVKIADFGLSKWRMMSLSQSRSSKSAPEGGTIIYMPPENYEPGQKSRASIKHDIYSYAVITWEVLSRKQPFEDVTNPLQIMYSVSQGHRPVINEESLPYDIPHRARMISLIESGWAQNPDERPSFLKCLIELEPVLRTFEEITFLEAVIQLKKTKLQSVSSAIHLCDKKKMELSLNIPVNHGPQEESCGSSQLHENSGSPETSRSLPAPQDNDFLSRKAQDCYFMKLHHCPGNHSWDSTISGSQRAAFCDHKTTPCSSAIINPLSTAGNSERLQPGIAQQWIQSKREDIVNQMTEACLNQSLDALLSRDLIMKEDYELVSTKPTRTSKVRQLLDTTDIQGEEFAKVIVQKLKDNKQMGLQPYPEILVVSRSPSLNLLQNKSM
NCOA2 inhibitor: inhibits human steroid receptor coactivator 2. Q15596. HEK293 GAL4-SRC2 luciferase reporter, luminescence. inhibition, % at 9 µM. 370,000 compounds, 0.17% hits;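 active = inhibition above the mean inhibition of all tested compounds plus 3 SD, set per campaign, cut at about 52% in these data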;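 note: 0% = DMSO treated cells and 100% = cells given Gossypol at 36 µM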
Cardio protect: protects H9c2 cardiomyocytes from peroxide injury; H2O2 injury protection, ATPLite, 2 h; protection from H2O2 cell death, % at 20 µM; 360,000 compounds, 0.63% hits; AID 588492;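 active = compounds giving at least 50% protection of heart cells from peroxide-induced death in the single-dose screen, raw or plate-pattern-corrected value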;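 note: 0% = DMSO wells with peroxide and 100% = DMSO wells without peroxide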
MC4R antagonist: antagonists of human melanocortin 4 receptor (MC4R) | P32245 | MC4R-expressing cells, MTII-stimulated cAMP, LANCE TR-FRET | inhibition, % at 6.5 µM | 360,000 compounds, 0.48% hits | AID 540295;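 active = inhibition above its plate's cutoff, the mean of tested wells on that plate plus 3 SD, cut at about 29% in these data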;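 note: 0% = Melanotan II alone and 100% = Melanotan II plus saturating MCL0020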
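Assay system: U2OS cells stably expressing human melanocortin 4 receptor (MC4R) / Dosing: 6.5 µM / Timing: compound 30 min, challenge 1 h, detection 1 h / Measured by: Eu-cAMP/anti-cAMP TR-FRET, emission 671 nm / Replicates: singlicate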
TLR9-MyD88 block: blocks human TLR9 binding to MyD88; inhibition, % at 4.98 µM; AID 504734; 340,000 compounds, 0.21% hits; CHO BLA complementation TLR9-MyD88, CCF4 FRET ratio;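 active = inhibition above the mean over all tested compounds plus 3 SD, cut at about 21% in these data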;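 note: 0% = DMSO only wells and 100% = clavulanate BLA inhibitor control wells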
ABHD5 PLIN5 PPI: blocks binding of human ABHD5 to perilipin-5 | Split G. princeps luciferase complementation, luminescence, 4 h | inhibition, % at 4 µM | 360,000 compounds, 0.78% hits;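 active = inhibition above the mean inhibition across every tested compound plus 3 SD, cut at about 22% in these data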;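 note: 0% = DMSO only wells and the 100% control is not disclosed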
ABCB6 inh MLPCN: human ABCB6 transporter inhibition. Q9NP58. K562-ABCB6 porphyrin accumulation, flow cytometry, 1 h; active compounds read low. fluorescence ratio to DMSO, % at 10 µM. 360,000 compounds, 0.19% hits;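 active = fluorescence ratio to DMSO below 75%, the collection mean minus 3 SD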;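 note: signal is porphyrin accumulated inside mitochondria; 100% equals median channel fluorescence of DMSO control wells; lower ratio means ABCB6 inhibition with less porphyrin fluorescence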
MC4R ag barr: activates human MC4R beta-arrestin recruitment; U2OS MC4R beta-arrestin complementation, luminescence; percent of melanotan II response, DMSO zero; activation, % at 8.9 µM; 360,000 compounds, 0.98% hits; AID 540308;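 active = activation above a per-plate cutoff, the mean activation of sample wells on that plate plus 3 SD, cut at about 8% in these data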
* hit, by the source's call; . = no result given.

SMILES	Glyco luc inh	HTR2A ag	NOD2-RIPK2 inh	NCOA2 inhibitor	Cardio protect	MC4R antagonist	TLR9-MyD88 block	ABHD5 PLIN5 PPI	ABCB6 inh MLPCN	MC4R ag barr
CC(C)Cc1cc(C(=O)N2CCCC(CCC(=O)N(C)CCc3ccccn3)C2)no1 (stereo not given)	-1	-1	-4	17	5	-4	-2	5	441	-1.1
COc1ccc(/C=C/C(=O)O)cc1S(=O)(=O)N1CCC(C)CC1	-1	-5	-7	-13	-7	0	0	-5	98	-1.3
CS(=O)(=O)N(CC(=O)Nc1ccccc1-c1ccccc1)c1ccc(F)cc1	-3	-2	1	18	11	0	2	-3	95	0.1
C=CCN(CC=C)CC(=O)Nc1ccc(S(N)(=O)=O)cc1	1	2	3	11	8	-1	-5	3	99	-0.9
Cc1ccc(S(=O)(=O)Cc2ccc(C(=O)N3CCN(Cc4ccccc4)CC3)o2)cc1	0	0	8	-4	3	11	-3	3	104	-2.0
CC1CCc2sc(NC(=S)NC(=O)c3ccccc3)c(C#N)c2C1 (stereo not given)	1	-4	4	-5	-6	5	-12	-18	129	-2.9
COC(=O)c1sc2nc3c(cc2c1N)COC(C)(C)C3	-2	0	-10	-41	-3	18	5	-3	99	0.5
Cc1cnc(CN(C)C(=O)C2CCC(=O)N(CCc3cccc(F)c3)C2)[nH]1 (stereo not given)	0	14	7	-20	4	2	1	-5	98	-1.8
Cc1cc(C)n2cc(CSc3nnnn3-c3ccc(Cl)cc3)nc2n1	1	0	-4	-4	10	-7	1	-1	199	1.9
Cc1noc(C)c1COc1ccc(C(=O)OCC(=O)Nc2ccc(C(=O)N(C)C)cc2)cc1	1	-1	3	-15	-2	-9	2	2	96	0.2
CSc1ccc(CNC(=O)C2(C)CCCN(C(C)C)C2)cc1 (stereo not given)	1	-3	-9	-3	1	-8	.	6	99	-1.1
CCC(=O)OCCn1c(Br)nc2c1c(=O)[nH]c(=O)n2C	2	4	0	-20	18	1	-3	-1	99	-0.5
O=C(Nc1ccc(Cl)cc1)OC(CN1CCCCC1)C(F)(F)F (stereo not given)	-2	2	-13	-13	-25	0	1	8	97	6.2
O=C(/C=C/c1ccc(Cl)cc1)c1cccnc1	7	4	4	-37	-14	10	0	80*	104	1.0
O=C(O)c1cccc(NC(=S)N/N=C/c2cccnc2)c1	-1	4	-2	-7	-2	15	-4	5	102	-1.2
Cc1c(NCc2cccnc2)cccc1C(=O)O	0	5	0	2	-2	1	0	1	99	1.8
O=C(COc1ccccc1F)c1ccc(O)cc1O	0	0	-4	-9	-2	9	2	-1	98	-1.1
CCOc1ccc(-c2[nH]nc3c2C(c2ccc(O)cc2)C(C#N)=C(N)O3)cc1 (stereo not given)	3	-3	-6	-8	1	-21	2	-20	87	-1.5
Cc1ccc(C(=O)CCNc2ccccc2)o1	-1	-6	1	-12	-6	9	1	1	93	1.4
Cc1ccc(NC(=O)CN(C)CC(=O)Nc2ccccc2C#N)cc1	1	1	0	9	-5	16	-4	0	98	-1.1
COc1ccc(Cl)cc1C(=O)Nc1ccccc1N1CCN(C(=O)C(C)C)CC1	1	-3	11	-8	0	4	5	9	93	-2.4
CC(=O)N1CCc2cc(S(=O)(=O)NC(Cc3ccccc3)C(=O)O)ccc21 (stereo not given)	1	-1	-1	-9	-3	-2	-1	-4	102	-4.2
CCOC(=O)C1(CCCc2ccccc2)CCN(C(=O)C2=C(C)OCCO2)CC1	-4	-1	7	20	0	-2	-6	-1	101	1.8
Cc1ccc(C(=O)O/N=C(\N)c2ccccn2)cc1Cl	-20	1	1	15	-18	3	7	1	94	1.0
N#CN1CCC(NS(=O)(=O)c2ccc(C(F)(F)F)cc2)C1 (stereo not given)	1	1	-4	-10	-2	3	0	-10	101	1.3
CCOC(=O)c1cc2cc([N+](=O)[O-])ccc2oc1=O	-1	-1	-1	-5	3	15	6	1	93	2.1
COc1cc(NC(=O)Cc2ccc([N+](=O)[O-])cc2)c(C(=O)O)cc1OC	2	5	-3	-3	0	22	2	-8	96	0.6
O=C(COC(=O)c1ccc(Cl)c(S(=O)(=O)N2CCCCCC2)c1)NCc1ccccc1	5	4	-6	-12	-5	-9	-2	-2	94	-1.3
O=C(c1ccc(COc2ccccc2Br)o1)N1CCCCCC1	0	-5	-6	1	-10	10	3	1	100	1.0
COc1ccc(Br)cc1CN(C)CC(=O)Nc1cc(Cl)ccc1Cl	0	-3	3	15	-13	12	6	1	96	-3.5
O=C(c1ccc(OCc2cn3ccccc3n2)cc1)N1CCN(S(=O)(=O)c2ccccc2F)CC1	-4	20*	-4	-2	-5	-3	1	6	96	-2.1
CC(=O)Nc1ccc(NC(=O)C(F)(F)F)cc1	-1	-2	5	11	5	14	-10	-2	100	0.0
COC(=O)\C(C(C)=O)=C(/C=C/C=C/N(C)C)N(C)C	2	0	7	1	6	3	4	-10	101	-0.3
O=C(NN=Cc1ccc2c(c1)CCC2)c1ccccc1O	0	-1	-6	-73	-18	-8	-4	-1	94	-2.8
COc1ccc(OC)c(-c2csc(N(Cc3ccco3)C(=O)c3ccco3)n2)c1	-2	-2	-13	-14	-12	7	-3	1	94	-2.6
Clc1ccc(OCc2cnc(Cl)s2)cc1	3	-3	3	-3	-4	8	11	-6	95	-0.8
O=C(CCCn1c(=O)[nH]c2ccsc2c1=O)N1CCN(c2ccccn2)CC1	0	5	5	-11	6	17	2	0	102	1.6
COc1ccccc1C(=O)N/N=C(\C)CC(=O)Nc1ccccn1	0	-6	7	-39	-5	0	-1	-16	100	-0.8
COc1ccc(NC(=O)Nc2cc(C(=O)O)ccc2N2CC3CC(C2)c2cccc(=O)n2C3)c(OC)c1 (stereo not given)	4	0	-9	-6	1	6	-7	6	99	-1.5
COc1ccc(-c2cc(C(=O)N3CCN(S(=O)(=O)c4ccccc4)CC3)[nH]n2)cc1	-1	3	6	1	-12	8	-9	-8	100	0.0

Complete entries, looked up by structure.
CCOC(=O)C1(CCCc2ccccc2)CCN(C(=O)C2=C(C)OCCO2)CC1 reads Glyco luc inh: -4; HTR2A ag: -1; NOD2-RIPK2 inh: 7; NCOA2 inhibitor: 20; Cardio protect: 0; MC4R antagonist: -2; TLR9-MyD88 block: -6; ABHD5 PLIN5 PPI: -1; ABCB6 inh MLPCN: 101; MC4R ag barr: 1.8
O=C(CCCn1c(=O)[nH]c2ccsc2c1=O)N1CCN(c2ccccn2)CC1 reads Glyco luc inh: 0; HTR2A ag: 5; NOD2-RIPK2 inh: 5; NCOA2 inhibitor: -11; Cardio protect: 6; MC4R antagonist: 17; TLR9-MyD88 block: 2; ABHD5 PLIN5 PPI: 0; ABCB6 inh MLPCN: 102; MC4R ag barr: 1.6

(listing goes on)
SMILES	Glyco luc inh	HTR2A ag	NOD2-RIPK2 inh	NCOA2 inhibitor	Cardio protect	MC4R antagonist	TLR9-MyD88 block	ABHD5 PLIN5 PPI	ABCB6 inh MLPCN	MC4R ag barr
CC(=O)c1ccc(C(=O)N2CCCC(N3CCN(c4ccc(F)cc4)CC3)C2)s1 (stereo not given)	0	-9	-3	-15	-4	-3	-2	4	99	-2.4
COC(=O)[C@H](C)NC(=O)Nc1cccc(C)c1	3	0	-4	-26	7	-1	9	-3	88	1.0
CC1CC(C)CN(C(=O)COc2cccnc2[N+](=O)[O-])C1 (stereo not given)	0	2	-4	-14	1	4	3	-2	96	-1.8
Cn1c(=O)c2c(ncn2Cc2nnc(N)s2)n(C)c1=O	1	-3	-9	13	-4	-6	-2	-1	100	0.2
Cc1nn(C)cc1CN(C)C(=O)C1CCC(=O)N(CCc2cccc(F)c2)C1 (stereo not given)	1	3	-12	10	2	5	0	3	99	0.1
COc1ccc([N+](=O)[O-])cc1NC(=O)c1ccc(N2C(=O)CCC2=O)cc1	0	0	4	2	-1	13	-3	-4	98	-1.2
COc1ccc(NC(C)=O)cc1S(=O)(=O)NCc1ccc2c(c1)OCO2	0	6	1	-19	13	-3	-10	11	97	1.1
O=C(Cc1ccc(Cl)cc1)N/N=C/c1cccs1	0	-2	0	-5	-2	8	1	1	100	-0.2
CCCOc1ccccc1C1CC(=O)Nc2cc3c(cc21)OCCO3 (stereo not given)	10	-1	11	.	-30	-19	12	0	95	-0.7
Cc1ccc(S(=O)(=O)Nc2ncnc3ccccc23)cc1	1	9	-9	9	6	5	-8	-4	95	0.3
CC1CCCN(C(=O)CSc2cnc3ccccc3n2)C1 (stereo not given)	-4	-1	11	-72	-4	24	2	-6	92	-1.5
COc1ccccc1NC(=O)NCCCN1CCN(c2cccc(Cl)c2)CC1	-1	1	-2	23	18	15	3	10	98	-0.2
COc1cc(C(=S)N2CCOCC2)ccc1OS(=O)(=O)c1ccccc1[N+](=O)[O-]	-1	-3	2	-12	7	33*	-6	6	103	-1.5
O=C(CCNS(=O)(=O)c1ccc2[nH]c(=O)oc2c1)Nc1cccc(Br)c1	1	2	-10	5	-1	-5	-7	7	101	-1.2
CCN(CC)C(=O)[C@H]1CC(CC(=O)NCCC2=CCCCC2)C(=O)N2CCc3c([nH]c4ccccc34)[C@]12C (stereo not given in full)	-3	-1	2	8	0	12	-2	13	92	1.1
CN(C)c1ccc(/C=N/N2CCN(Cc3ccccc3Cl)CC2)cc1	1	4	-2	4	-6	-3	-2	-2	101	-0.6
O=C(Nc1ccccn1)NC(C(F)(F)F)C(F)(F)F	1	6	0	0	5	3	7	-1	91	-1.9
Cc1cc(C(=O)N2CCC2(C)C(=O)NS(=O)(=O)c2ccc(Cl)cc2)nn1C (stereo not given)	-1	4	-6	-1	-9	4	.	-8	93	1.4
CC(NC(=S)Nc1ccccc1OC(F)F)C(C)(C)C (stereo not given)	-1	-2	-9	-19	-1	5	-3	-4	105	-0.5
Cc1[nH]c2ccccc2c1C1=CN2CCS(=O)(=O)N=C2S1	-1	0	-3	7	4	12	-11	4	100	-0.5
CCN(C(=O)COC(=O)CCCc1nc2ccccc2s1)c1c(N)n(Cc2ccccc2)c(=O)[nH]c1=O	-2	1	3	-25	-9	-2	-10	6	94	-0.3
Cc1ccccc1S(=O)(=O)N1[C@@H](c2ccc(Br)cc2)C(C(=O)O)=CC[C@H]1c1ccc(Cl)cc1	0	22*	-8	-35	-7	-3	-9	-7	100	-1.2
CC1=C(C(=O)Nc2ccc(CC(=O)NCc3ccc(OC(C)C)cc3)cc2)SCCO1	22	-4	2	-34	-10	-6	5	-3	99	-0.3
Cc1ccc2nc3c(cc(C#N)c(=O)n3-c3nccs3)c(=O)n2c1	4	-4	-57	-39	7	9	-45	-3	94	-1.7
O=C(Nc1cccc2cccnc12)c1ccc(Br)o1	2	-7	-3	-16	7	1	-2	7	92	1.2
CN(C)c1cc(N)c2ccccc2n1 (tested in a mixture with another compound)	4	-3	5	-6	5	-1	6	-3	96	3.1
S=C1N(c2ccccc2)CN(C2CCCCC2)CN1c1ccccc1	-1	2	-3	3	-3	1	-4	4	98	0.0
COc1cccc(/C=N/NC(=O)c2ccc(CN3c4cccc5cccc(c45)S3(=O)=O)cc2)c1	0	8	-2	-7	15	0	-1	10	101	-1.4
O=C(N/N=C/c1cc(Br)c(O)c(Br)c1)c1cc2c(ccc3ccccc32)o1	1	4	-1	-12	-4	17	18	0	95	7.4

Screening data from PubChem.

Some of the compounds tested. The share of hits here may be higher or lower than overall.
